AID inh: inhibitors of human activation induced cytidine deaminase; 91,000 compounds, 0.32% hits; Potency, µM (titrated, usually from 115 µM), without a hit: at the top dose activity change, negative = inhibition, most hits filed as inhibitors; AID deamination FRET fluorescence, UDG-coupled, 4 h; AID 1347428; note: nearly all actives have a fitted effect of over 25% in size
Target sequence (Q9GZX7 whole entry, looked up): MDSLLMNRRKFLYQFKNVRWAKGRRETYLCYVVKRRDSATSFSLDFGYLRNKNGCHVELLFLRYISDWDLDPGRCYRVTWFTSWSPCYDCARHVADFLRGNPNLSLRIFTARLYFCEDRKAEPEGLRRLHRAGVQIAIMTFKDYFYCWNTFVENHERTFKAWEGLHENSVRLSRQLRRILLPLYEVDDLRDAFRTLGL
UDG counterscr: counter-screen for AID inhibitors: uracil-DNA glycosylase inhibition; FRET deamination/UDG coupled assay, UDG read, 4 h; Potency, µM (doses to about 115 µM), for the others: at the highest dose activity change, negative = inhibition, usual class: inhibitors; 91,000 compounds, 0.14% hits; AID 1347430; note: nearly all actives have a fitted effect of over 65% in size
Numbers without * were called inactive; ? = inconclusive; & = joins results of further samples; [ ] = another dose, or the depositor's remark. Calls come from the whole dose curve; as a rule, active = well fitted curve in the direction sought with a large enough effect; inconclusive = small, poorly fitted or top-dose-only effect, or another doubt; inactive = no such curve, though single readings can be large; an effect the other way counts as inactive or inconclusive. % is set by controls: 0 for no effect and ±100 for the full control effect; potency is the fitted concentration of half-maximal effect. Some of the compounds tested; rates above refer to the full screens.

Preview:
Values in the order – UDG counterscr, AID inh
> C/C=C/C=C/C(=O)NCc1cccs1
    4%, -3%
> O=C(Cc1cccs1)N1CCN(c2ncnc3c2nnn3-c2ccccc2)CC1
    21%, -27%
> Cc1ccc(S(=O)(=O)c2nnn3c2nc(NCc2ccc4c(c2)OCO4)c2sccc23)cc1C
    -6%, 10%
> CC(C)=CC1C(C(=O)Nc2ccc(C)cc2C)C1(C)C (stereo not drawn)
    -7%, -15%

Main list, repeating the preview:
Values in the order – UDG counterscr, AID inh
> C/C=C/C=C/C(=O)NCc1cccs1
    4%, -3%
> O=C(Cc1cccs1)N1CCN(c2ncnc3c2nnn3-c2ccccc2)CC1
    21%, -27%
> Cc1ccc(S(=O)(=O)c2nnn3c2nc(NCc2ccc4c(c2)OCO4)c2sccc23)cc1C
    -6%, 10%
> CC(C)=CC1C(C(=O)Nc2ccc(C)cc2C)C1(C)C (stereo not drawn)
    -7%, -15%
> COc1ccc2c(c1)CC(NC(=O)Nc1ccc(NC(C)=O)cc1)CO2 (stereo not drawn)
    7%, 9%
> CN(C)S(=O)(=O)c1ccccc1CNS(=O)(=O)c1ccc2c(c1)CCC2
    2%, -2%
> NC(=O)c1cc(Cl)ccc1OCC(=O)N1CCCCCC1
    9%, 5%
> CCS(=O)(=O)N1CCCc2cc(C(=O)Nc3cc(Cl)ccc3C)ccc21
    -9%, -6%
> CC(C)(CNC(=O)c1cccc2ccccc12)CNC(=O)c1cccc2ccccc12
    0%, 9%
> Cc1cccc(C(C)C)c1NC(=O)C(NS(=O)(=O)c1cccc2nsnc12)c1ccccc1 (stereo not drawn)
    -3%, -14%
> CCCS(=O)(=O)c1nc(S(=O)(=O)c2ccc(C)cc2)c(NC(C)c2ccccc2)s1 (stereo not drawn)
    ?, ?
> COc1cc(Br)c(C(=O)O)cc1OC
    0%, 16%
> Cc1ccccc1NC(=O)CCn1cnc2onc(-c3ccc(F)cc3)c2c1=O
    -4%, -3%
> COc1cccc(-c2cc(C(F)(F)F)n3nc(-c4ccc(C)cc4)cc3n2)c1
    -9%, 14%
> CCOC(=O)COc1ccc2c(=O)c(Oc3cc(C)c(Cl)c(C)c3)coc2c1
    -3%, 6%
> CCn1c(=O)cc(SCC(=O)NCc2cccc(Cl)c2)c2ccccc21
    -3%, ?
> O=C(NCc1ccccc1OC(F)F)c1ccccc1C(F)(F)F
    8%, -4%
> CCSc1ncc(Cl)c(C(=O)Nc2c(C(=O)c3ccccc3)oc3ccccc23)n1
    ?, 3%
> CCOc1ccc(NS(=O)(=O)c2ccc3[nH]cc(C(=O)NC4CCCC4)c(=O)c3c2)cc1
    -7%[57.5 µM], 13%
> Cc1ccccc1CC(=O)Nc1ccc(OC2CCCC2)cc1
    -11%, -19%
> O=S(=O)(CCCSc1nc2ccccc2s1)c1ccccc1
    -9%, -17%
> COc1cccc(Nc2cc(C)nc3nc(-c4ccc(Cl)cc4)nn23)c1
    6%, -9%
> CCCOC(=O)C(CC)Oc1ccc2c(=O)c(Oc3cccc(C)c3)coc2c1 (stereo not drawn)
    -5%, -1%
> Cc1cccc(-c2nc(SCc3cc(=O)c4c(C)cc(C)cc4[nH]3)n[nH]2)c1
    -6%[57.5 µM], -9%
> COc1cccc2cc(-c3cc(=O)oc4cc(C)c(C)cc34)oc12
    -8%, 4%
> Cc1ccc(Cn2c(C(=O)O)c(CNCc3ccc(C)o3)c3ccc(C)cc32)cc1
    -2%, -8%
> Cc1cccc(N2CCN(S(=O)(=O)c3c(C)nc4scc(C)n4c3=O)CC2C)c1 (stereo not drawn)
    1%, -13%
> Cc1ccc(CNC(=O)c2ccc(Cn3c(=O)c4ccccc4n(CC(=O)Nc4c(C)cc(C)cc4C)c3=O)cc2)cc1
    -12%, 1%
> COC(=O)c1ccc(NC(=O)CN(CCc2ccccc2)S(=O)(=O)c2ccc(OC)cc2)cc1
    -5%, 5%
> CCC(C)c1ccc(NC(=O)CC(C)C)cc1 (stereo not drawn)
    -4%, -7%
> O=C(NC(CN1CCCC1)c1ccccc1)c1cc2ccccc2oc1=O (stereo not drawn)
    -6%, -11%
> O=[N+]([O-])c1ccc(NS(=O)(=O)c2cccs2)cc1
    0%, 0%
> O=S(=O)(NCCO)c1cc(Cl)ccc1Cl
    1%, 3%
> CN(CCCNC(=O)c1nc2ccccc2c(=O)[nH]1)C(=O)c1cccc(Cl)c1
    -9%, -10%
> O=C(Nc1ccc(Cl)cc1)N1CCC(c2ccccc2)C1 (stereo not drawn)
    -4%[57.5 µM], -17%
> COc1ccc(Nc2nc(N)c(C(=O)c3ccc(OC)c(OC)c3OC)s2)cc1
    60%[activator], -12%
> COc1cc(OC)c(C2Nc3c(C)cccc3-c3cc(C)nn32)cc1OC (stereo not drawn)
    -14%[57.5 µM], 19%[57.5 µM]
> CCc1ccc(C(=O)NC2=NC(c3cc(OC)ccc3OC)CC(=O)N2)cc1 (stereo not drawn)
    -3%, -10%
> Cc1ccc(CNC(=O)c2c(-c3cccc(Br)c3)noc2C)o1
    -4%, -2%
> COc1ccccc1-c1cc(C(=O)Nc2c(C)nn(Cc3ccc(C)cc3)c2C)no1
    -3%, 4%
> CCSC1=N/C(=C\c2ccc(Br)s2)C(=O)S1
    -6%, -10%
> CCCOc1ccc(NC(=O)C(CC)CC)c2cccnc12
    -5%, -6%
> Cc1noc(/C=C/c2ccco2)c1S(=O)(=O)N1CCC(C(=O)Nc2ccc(F)cc2F)CC1
    0%[57.5 µM], -1%
> Fc1ccc(-c2cn3cc(Br)ccc3n2)cc1F
    -13%, -5%
> CCOc1ccc(-c2nonc2NC(=O)c2oc3c(C)c(C)ccc3c2C)cc1OCC
    -13%, ?
> Cc1cc(C)cc(NC(=O)Cn2nnc(C(=O)Nc3cc(C)cc(C)c3)c2N)c1
    -8%, -15%
> Cc1ccc(CN(C)Cc2ccccc2)o1
    3%, 2%
> Cc1nc2ccc(NC(=O)Cc3cccc(C(F)(F)F)c3)cc2s1
    2%, 7%
> CCC(=O)N1c2ccccc2CC1C(=O)N1CCN(c2cccc(Cl)c2)CC1 (stereo not drawn)
    16%, -3%
> COc1ccc(NC(=O)C2CCC(CNS(=O)(=O)c3csc(C(N)=O)c3)CC2)cc1 (stereo not drawn)
    0%, 21%
> S=C1NC2=C(CCc3ccccc32)C(c2ccccc2)N1 (stereo not drawn)
    4%, 55%[activator]
> CCOc1ccc(CCNC(=O)Cn2nc(C)c3c(C)n(-c4ccccc4)nc3c2=O)cc1OCC
    -13%, 8%
> Cc1[nH]c2ccccc2c1/C=C(\C#N)c1nc2ccccc2[nH]1
    1%, -5%
> Cc1ccc(C)c(N2CCN(C(=O)C3CCC(CNS(=O)(=O)c4cccs4)CC3)CC2)c1 (stereo not drawn)
    -6%[57.5 µM], -14%
> N#Cc1nc(/C=C/c2ccc(F)cc2)oc1NCc1ccccc1
    1%, -2%
> Cc1ccccc1C(=O)Nc1nnc(S(=O)(=O)N(C)Cc2ccccc2)s1
    4%[57.5 µM], 8%
> Cc1ccc(OCC(=O)Nc2ccc3oc(-c4cccnc4)nc3c2)cc1
    -1%, 4%
> O=C(Nc1ccc2nc(SCC(=O)N3CCCC3)sc2c1)c1ccc(Br)cc1
    -1%[57.5 µM], 34%[activator]
> COc1cccc(NC(=O)COc2c(C)[nH]ccc2=O)c1
    -3%, -2%
> Fc1ccc(/C=N/Nc2ccc(Cl)c(Cl)c2)cc1F
    -13%, -7%

Five of the entries above in order of the AID inh value, descending.
compound | AID inh
Cc1ccc(CNC(=O)c2ccc(Cn3c(=O)c4ccccc4n(CC(=O)Nc4c(C)cc(C)cc4C)c3=O)cc2)cc1 | 1%
CCC(=O)N1c2ccccc2CC1C(=O)N1CCN(c2cccc(Cl)c2)CC1 (stereo not drawn) | -3%
O=C(NCc1ccccc1OC(F)F)c1ccccc1C(F)(F)F | -4%
CCc1ccc(C(=O)NC2=NC(c3cc(OC)ccc3OC)CC(=O)N2)cc1 (stereo not drawn) | -10%
O=C(NC(CN1CCCC1)c1ccccc1)c1cc2ccccc2oc1=O (stereo not drawn) | -11%

Next part:
Values in the order – UDG counterscr, AID inh
> O=C(CCSc1nc2ccccc2s1)NCc1cc(F)cc(F)c1
    -8%, -9%
> Cc1ccccc1-n1nnnc1C1(Nc2ccccc2)CCCCC1
    -5%, -13%
> Cc1c(C)c2c(cc(C)c3c(-c4ccccc4)coc32)oc1=O
    2%, -4%
> COc1ccc(CNS(=O)(=O)c2ccc(C(=O)N(C)C)s2)cc1
    -10%, -17%
> Cc1nn(CC(=O)NC2CCCCC2)c(=O)c2cc3cc(F)ccc3n12
    22%, 13%
> O=C(NCCc1ccccn1)c1ccc(C(F)(F)F)cc1
    0%, -3%
> CCN1CCCC1CNCc1cccs1 (stereo not drawn)
    -16%, 15%
> O=c1cc(O)c2sc3nc(-c4cccs4)cc(-c4cccs4)c3c2[nH]1
    -9%&15%, ?
> CC(=O)Nc1ccc(NC(=O)CN(C)S(=O)(=O)c2ccccc2)cc1
    4%, 3%
> CCC(=O)Nc1cccc(C(C)C)c1
    2%, 3%
> O=C(OCC(=O)C12CC3CC(CC(C3)C1)C2)c1c(Cl)cccc1Cl
    3%, -6%
> O=C(COC(=O)c1nc(-c2ccccc2)n(-c2ccccc2)n1)Nc1cc(F)ccc1F
    -5%, -10%
> CC(C)(C)c1ccc(C2CC2C(=O)N/N=C/c2ccsc2)cc1 (stereo not drawn)
    -18%, -14%
> Fc1ccccc1-c1nc(N2CCCCCC2)c2ccccc2n1
    20%, -17%
> O=C(O)Cn1cc(C(C(=O)O)N2CCN(c3ccc(F)cc3)CC2)c2ccc(F)cc21 (stereo not drawn)
    10%, -4%
> COc1ccc(NC(=O)CSc2nc3c(=O)[nH]cnc3n2-c2ccc(C)cc2)cc1OC
    -4%, 0%
> CCOc1cc(-c2ccccc2)sc1C(=O)O
    -3%, -8%
> CC(=O)c1c(C)[nH]c(C(=O)NCCc2ccc(Cl)cc2)c1C
    5%, -1%
> COc1ccc(C(C)=O)cc1CN1CCCC(C)C1 (stereo not drawn)
    -1%, -1%
> CN(Cc1ccc(C(N)=O)cc1)Cc1ccsc1
    6%, 0%
> CC(=O)Nc1ccc2nc(-c3cccc(C)c3)oc2c1
    27%, -18%
> CCOc1cc(CNC(=O)c2ccc3nc(CCc4ccccc4)oc3c2)ccc1OC
    44%[activator], 8%
> Cc1ccc(NC(=O)Cn2cc(S(=O)(=O)N3CCCC3)c(S(=O)(=O)N3CCCC3)c2)cc1C
    1%[57.5 µM], -1%[57.5 µM]
> c1ccc2oc(Oc3ccc(C4SCCS4)cc3)nc2c1
    -5%, -4%
> CCCCCn1nc(C(=O)N(CC)Cc2nc3ccccc3c(=O)[nH]2)c2ccccc2c1=O
    -6%, -5%
> COc1ccc(NC(=O)Cc2cnc(-n3cccc3)s2)cc1
    -1%, -3%
> O=C(N/N=C/c1ccc(Br)s1)C(c1ccccc1)c1ccccc1
    2%, 1%
> O=C(CCc1cccs1)Nc1cccc2c1CCCC2
    -8%, 6%
> CC(C)C(CNC(=O)c1nn(-c2ccccc2)c(=O)c2ccccc12)N1CCOCC1 (stereo not drawn)
    2%, -7%
> COc1cc(C(=O)NCCSc2c(C)[nH]c3ccccc23)cc(OC)c1OC
    1%, ?
> NC(=O)COc1ccc(C2CC(=O)Nc3n[nH]c(Nc4ccccc4)c32)cc1 (stereo not drawn)
    2%, -1%
> CCOc1ccc(CNC(=O)c2ccc(NC(=O)N3CCCCc4ccccc43)cc2)cc1
    20%, -2%
> O=C(NCC(O)c1ccc(F)c(F)c1)Nc1nnc(C2CC2)s1 (stereo not drawn)
    0%, -1%
> COc1ccc(NC(=O)Nc2nnc(N(C)C3CCCCC3)s2)c(OC)c1
    ?, ?
> COc1ccc(OC)c(/C=C2\Oc3cc(OC(=O)C(C)(C)C)ccc3C2=O)c1
    0%, -7%
> CCCCC(=O)NC1C2CC3CC(C2)CC1C3 (stereo not drawn)
    0%, -8%
> CC1CCC(NC(=O)C2CC=CCC2)CC1 (stereo not drawn)
    -5%, -10%
> COc1ccc(-c2cccc(NS(=O)(=O)c3cc(C)c(OC)c(C)c3C)c2)nn1
    3%, 8%
> Cn1c(=O)oc2cc(S(=O)(=O)CCC(=O)NCc3ccccc3)ccc21
    -7%[57.5 µM], 10%[57.5 µM]
> CC(C)(C)c1cc(N/C=C/C(=O)C(F)(F)F)cc(C(C)(C)C)c1
    -2%, -5%
> CC(=O)c1cccc(NC(=O)c2cc3nc(-c4ccc(Br)cc4)cc(C(F)(F)F)n3n2)c1
    -18%, ?
> Cc1ccc(C)c(NC(=O)CCCN2C(=O)COc3ccc(C)cc32)c1
    -8%, -14%
> Cc1cc2oc3c(c(=O)c2cc1C)C1(C(=O)N(C)c2ccccc21)N(CCO)C3=O (stereo not drawn)
    3%, -1%
> O=C(CSc1nc(=O)n(Cc2ccco2)c2c1CCC2)NCc1ccccc1Cl
    3%, -20%
> CCOc1ccccc1NC(=O)Nc1nnc(N(C)Cc2ccccc2)s1
    0%, -15%
> CCNc1nc2c(c(=O)n(C)c(=O)n2C)n1CC(O)COc1ccccc1 (stereo not drawn)
    7%, 22%
> Cc1ccc(C(=O)c2cn(CC(=O)Nc3ccc(C(C)C)cc3)c3nc(C)ccc3c2=O)cc1
    7%, 36%[activator]
> CC(NC(=O)CCc1ccccc1)C1CC2CCC1C2 (stereo not drawn)
    -7%, -7%
> O=C(COCc1cc(-c2ccc(F)cc2)on1)Nc1ccc2c(c1)OCCO2
    -1%, 2%
> COc1ccc2cnn(CC(=O)N(Cc3ccccc3)Cc3ccccc3)c(=O)c2c1OC
    -4%, -10%
> Cc1ccc(-c2nc3c4ccccc4n(CC(=O)NCc4ccc(F)cc4)c(=O)n3n2)cc1
    -19%[57.5 µM], ?
> O/N=C/c1cn(Cc2ccc(F)cc2)c2ccccc12
    2%, -2%
> CN(C)CCC#CC(O)(c1ccccc1)C1CCCCC1 (stereo not drawn)
    0%, 1%
